GPR151 activ: activators of human GPR151, primary screen, cell-based, PathHunter beta-arrestin, luminescence; G-protein coupled receptor 151 (Homo sapiens), Q8TDV0; PathHunter beta-arrestin GPR151 cells; activation, % at 11.2 µM; 1% of 650,000 active; AID 1508602, 2020; in the data active = activation above about 4.9%;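 note: 0% = median of compound wells and 100% = cells with positive control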
Target sequence (Q8TDV0 whole entry, looked up): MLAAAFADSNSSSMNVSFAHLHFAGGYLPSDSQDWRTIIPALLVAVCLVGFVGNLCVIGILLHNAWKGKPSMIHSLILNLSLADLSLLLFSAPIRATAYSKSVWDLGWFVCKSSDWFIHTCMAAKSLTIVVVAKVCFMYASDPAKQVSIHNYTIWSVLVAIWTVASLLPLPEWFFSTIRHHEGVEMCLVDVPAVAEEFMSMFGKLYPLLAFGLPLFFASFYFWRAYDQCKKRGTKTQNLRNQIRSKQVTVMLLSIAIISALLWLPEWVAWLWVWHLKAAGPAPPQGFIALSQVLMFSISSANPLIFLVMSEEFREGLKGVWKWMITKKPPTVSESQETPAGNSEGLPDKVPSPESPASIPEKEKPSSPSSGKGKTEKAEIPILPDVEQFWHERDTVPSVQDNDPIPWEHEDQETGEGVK
TEAD-YAP inh: TEAD-YAP interaction inhibition, primary screen, TEAD-YAP interaction inhibitor project, luminescence, HEK-TIYL cells | AID 1259422, 2018 | 1.4% of 640,000 active | inhibition, % at 9.12 µM | TEAD-Gal4/YAP UAS-luciferase luminescence; in the data active = inhibition above about 32%;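 note: 0% = median of test compound wells and 100% = reference inhibitor wells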
MITF inh: MITF inhibitors, primary screen, biochemical, AlphaScreen, human. AlphaScreen MITF homodimerization, bead proximity signal. inhibition, % at 2.6 µM. 0.91% of 650,000 active; in the data active = inhibition above about 50%;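 note: 0% = vehicle wells with protein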
Target sequence (O75030 whole entry, looked up): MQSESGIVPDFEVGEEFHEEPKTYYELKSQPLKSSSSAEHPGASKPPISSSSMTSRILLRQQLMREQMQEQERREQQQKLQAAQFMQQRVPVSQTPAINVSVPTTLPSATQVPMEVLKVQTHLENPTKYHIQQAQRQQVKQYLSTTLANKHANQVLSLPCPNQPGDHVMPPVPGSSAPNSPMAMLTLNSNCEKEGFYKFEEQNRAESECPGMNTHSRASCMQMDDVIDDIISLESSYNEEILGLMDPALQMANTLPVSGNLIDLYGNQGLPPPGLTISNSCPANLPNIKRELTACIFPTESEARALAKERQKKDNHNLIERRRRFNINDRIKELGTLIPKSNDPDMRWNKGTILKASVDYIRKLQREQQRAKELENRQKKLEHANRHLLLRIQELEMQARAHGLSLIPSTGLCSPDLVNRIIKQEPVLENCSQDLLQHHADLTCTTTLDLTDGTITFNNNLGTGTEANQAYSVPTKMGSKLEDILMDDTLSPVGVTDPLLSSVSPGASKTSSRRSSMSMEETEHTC
FBW7 act: FBW7 E3 ligase activators, primary screen, biochemical, AlphaScreen, human | F-box/WD repeat-containing protein 7 (Homo sapiens), Q969H0 | AlphaScreen FBW7–phospho-cyclin E peptide binding, activator screen | normalized activity (activation), % at 26.1 µM | 0.13% of 650,000 active; in the data active = normalized activity above about 1.9%;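 note: purified mutant Fbw7 with reduced substrate affinity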
* = called active by the depositor; & = joins results of further samples.

Every second line gives: GPR151 activ | TEAD-YAP inh | MITF inh | FBW7 act
Nc1ccc(C(=O)NCCNCCNC(=O)c2ccc(N)cc2)cc1
 : 1.3 | 2 | 2 | 0.0
C=CCN1C(=O)/C(=C\c2cccc([N+](=O)[O-])c2OC)SC1=S
 : -0.1 | -10 | -8 | -0.1
COc1ccccc1N1CC23C=CC(O2)C(C(=O)O)C3C1=O (stereo not given)
 : -0.8 | 3 | 6 | 0.3
CCCN(CC1CC1)CN1C(=O)/C(=C/c2coc3ccccc3c2=O)NC1=S
 : -0.8 | 6 | -1 | -0.1
O=C(NC1CCCCC1)c1cnc(N2CCN(c3ccccn3)CC2)c2ccccc12
 : -0.5 | 4 | -8 | 0.2
CCOc1cc(C2C(C#N)=C(N)Oc3n[nH]c(COC)c32)ccc1OC (stereo not given)
 : -0.6 | -3 | 7 | 0.6
O=C(O)c1ccc(CN(Cc2ccc(Br)cc2)C(=S)Nc2ccccc2F)cc1
 : -0.5 | -2 | 18 | 0.6
CC1=CC(C)(C)Nc2ccc(OC(=O)C(Cc3ccccc3)N3C(=O)c4ccccc4C3=O)cc21 (stereo not given)
 : 2.3 | 5 | -1 | 0.2
CC(C)NC(=O)C1CC(=O)N(C2CCCCCC2)C1 (stereo not given)
 : -0.1 | -15 | -6 | 0.1
Cc1ccc(NCCC(=O)c2ccc(C)o2)cc1
 : -0.8 | -6 | 23 | 0.2
O=S1(=O)N=C(Nc2ccc(S(=O)(=O)N3CCOCC3)cc2)c2ccccc21
 : 0.6 | 19 | 4 | -0.1
COc1cc(C2CC(C(F)(F)F)n3ncc(C(=O)N4CCN(Cc5ccccc5)CC4)c3N2)cc(OC)c1OC (stereo not given)
 : 2.1 | 5 | -2 | 0.0
COc1ccc(-c2oc3ncnc(NCCCO)c3c2-c2ccc(OC)cc2)cc1
 : 0.6 | -23 | 0 | -0.3
COc1ccc2c(c1)C(=O)NC2CC(=O)NCc1ccco1 (stereo not given)
 : 2.3 | -6 | 7 | 0.0
CC(C)Sc1nc2cc(S(=O)(=O)N3CCCCC3)ccc2o1
 : 0.4 | -25 | -2 | 0.1
Cc1ccc(NC(=O)/C=N/OCC(=O)N2CCN(Cc3ccccc3)CC2)cc1
 : 0.5 | 13 | 4 | 0.3
Cc1cc(C)c2c(N)c(C(=O)Nc3ccc(Cl)cc3)sc2n1
 : 2.3 | -100 | 2 | 0.2
COc1ccc(OC)c(/C=C2\NC(=S)N(c3ccccc3)C2=O)c1
 : 1.7 | 4 | 5 | 0.1
CCC(=O)NC(c1nnc2n1CCN(C/C=C/c1ccc(OC)cc1)CC2)C(C)C (stereo not given)
 : -0.3 | 5 | -5 | 0.8
O=C(Nc1ccccn1)C(O)(c1ccccc1)c1ccccc1
 : -0.9 | -8 | -1 | -0.2
COc1ccc(/C=C2\Oc3c(ccc(O)c3CN3CCCC3)C2=O)c(OC)c1
 : -1.0 | 8 | -15 | -0.1
Cc1cccc(NC(=O)c2cc3nc(-c4ccc5c(c4)OCO5)cc(C(F)(F)F)n3n2)c1
 : -0.6 | 3 | 17 | 0.3
O=C(NC(c1ccccc1)c1ccccn1)C1CCN(C(=O)Oc2ccccc2)CC1 (stereo not given)
 : -0.6 | 9 | 9 | 0.1
O=C(O)c1cc(S(=O)(=O)N2CCOCC2)ccc1Br
 : -0.8 | -7 | 1 | 0.4
COCc1ccc(C(=O)N2CCCC(CCC(=O)NCc3cccc(OC)c3)C2)o1 (stereo not given)
 : 0.5 | 4 | 5 | 0.1
CCOC(=O)C1=C(C)Nc2ccccc2S1
 : -0.2 | 7 | 8 | -0.3
CC(C)C(C(=O)Nc1ccc(S(N)(=O)=O)cc1)N1C(=O)c2ccccc2C1=O (stereo not given)
 : -0.5 | -2 | -13 | -0.2
CCCC(=O)Nc1nnc(/C=C/c2ccc3c(c2)OCO3)s1
 : 0.0 | 8 | 3 | 1.1
CC(=O)SCC(=O)N=c1sc2cc(C)ccc2n1C
 : 0.5 | -2 | 8 | -0.2
Cn1c(C(=O)O)cc2c(=O)n(C)c3ccccc3c21
 : -1.3 | 7 | 13 | -0.1
C=CCNS(=O)(=O)c1cccc(C(F)(F)F)c1
 : 0.3 | 12 | 0 | 0.0
O=C(Cn1c(=O)oc2ccccc21)NCCc1ccccc1
 : -1.0 | -3 | 20 | 1.2
COc1cccc(C2=N/C(=C\c3ccc(Cl)cc3Cl)C(=O)O2)c1
 : 1.5 | 5 | -5 | 0.0
COc1ccc(CSc2nnc(-c3ccc(Cl)cc3Cl)o2)cc1[N+](=O)[O-]
 : 1.9 | -2 | 6 | -0.1
COC(=O)c1cc(S(=O)(=O)Nc2ccc(C)cn2)c[nH]1
 : -1.0 | -12 | -11 | -0.2
Cc1noc(CNC(=O)c2cc(-c3ccc(F)cc3)c[nH]2)n1
 : -2.2 | 8 | 16 | 0.1
COc1cc(/C=C2\SC(c3ccc(C)cc3)=NC2=O)cc(OC)c1O
 : 0.8 | 2 | 8 | -0.1
CN(Cc1ccccc1)C(=O)c1ccc(C(=O)N(C)Cc2ccccc2)cc1
 : 1.4 | 15 | -1 | 0.0
O=C(Cc1ccccc1)N1CCC2(CCC(CNC(=O)C3(c4ccccc4)CC3)O2)CC1 (stereo not given)
 : -0.9 | 13 | 6 | 0.7
CC(NC(=O)c1ccc(CSc2ccc(Cl)cc2)cc1)c1ccccc1 (stereo not given)
 : 2.5 | -2 | 7 | -0.1
Cc1ccc(NC(=O)/C(=C\c2cccc([N+](=O)[O-])c2)NC(=O)c2ccccc2Cl)cc1
 : -0.3 | -7 | -3 | -0.1
CCOc1ccccc1C(=O)N(c1ccc(Cl)cc1)C1C=CS(=O)(=O)C1 (stereo not given)
 : 0.1 | -6 | 10 | 1.1
O=C(NC(=S)Nc1ccc(C(=O)N2CCOCC2)cc1)c1ccc(F)cc1
 : -1.6 | 3 | 11 | 0.5
CC(=O)Nc1cccc(N=Cc2c(O)c3ccccc3oc2=O)c1
 : 1.4 | 1 | 15 | -0.1
Brc1ccc(C2=Nc3ccccc3SC(c3ccccc3)C2)cc1 (stereo not given)
 : -0.6 | 10 | -10 | -0.2
CCOCCCN1C(=O)C2C(C(=O)Nc3ccc(OCC)cc3)C3C=CC2(O3)C1C(=O)NC1CCCCC1C (stereo not given)
 : -0.5 | 9 | 0 | -0.1
O=C(Nc1nc2ccc3ccccc3c2s1)c1cc([N+](=O)[O-])ccc1Cl
 : -0.5 | 12 | 10 | -0.1
CCOc1ccc(-c2ccc(N3CCN(C(=O)Nc4ccccc4Cl)CC3)nn2)cc1
 : 2.4 | -3 | 0 | 0.0
O=C(Cn1nnnc1CN1CCCCCC1)N1CCN(c2ccccc2)CC1
 : 0.1 | 1 | 6 | -0.1
COc1ccc(OC)c(N(CC(=O)NC(C(C)C)C(C)C)S(C)(=O)=O)c1
 : 0.1 | -4 | -1 | -0.1
O=C(CC(NCc1cccs1)C(=O)O)c1ccc(Br)cc1 (stereo not given)
 : -0.9 | 3 | 8 | 0.0
COc1cccc(NC(=O)c2ccc(C(=O)Nc3cccc(OC)c3)nc2)c1
 : -0.8 | 3 | 0 | 0.0
COc1ccc(CCN2C(=O)C3C4C=CC(O4)C3C2=O)cc1OC (stereo not given)
 : -1.8 | 6 | 9 | 1.0
CC(=O)N1N=C(c2ccccc2O)CC1c1ccc(Br)cc1 (stereo not given)
 : -0.9 | -13 | 18 | 0.2
COc1ccc(C2=N/C(=C\c3ccc4c(c3)OCO4)C(=O)O2)c(Cl)c1
 : -0.1 | 2 | -13 | 0.0
CC(=O)NC(CC(C)C)C(=O)O (stereo not given)
 : 0.4&1.5&1.3 | 6&7 | 22&19&-5 | 0.1&0.0&-0.1
CCN1C(=O)CSC1=Nc1ccc(C(=O)OC)cc1
 : -0.3 | 1 | 7 | -0.3
O=C(Oc1cccc2cccnc12)c1ccccc1I
 : -1.3 | -9 | 10 | -0.7
Cc1c(Cl)cccc1NC(=O)CSCC(=O)Nc1ccccc1
 : -1.2 | 1 | 7 | 0.1
O=c1c(-c2ccc(Cl)cc2Cl)coc2c(CN3CCCCC3)c(O)ccc12
 : 2.1 | 1 | 13 | 0.3

Entries from the list above that have an NH in an aromatic ring (3):
Every second line gives: GPR151 activ | TEAD-YAP inh | MITF inh | FBW7 act
CCOc1cc(C2C(C#N)=C(N)Oc3n[nH]c(COC)c32)ccc1OC (stereo not given)
 : -0.6 | -3 | 7 | 0.6
COC(=O)c1cc(S(=O)(=O)Nc2ccc(C)cn2)c[nH]1
 : -1.0 | -12 | -11 | -0.2
Cc1noc(CNC(=O)c2cc(-c3ccc(F)cc3)c[nH]2)n1
 : -2.2 | 8 | 16 | 0.1

(continued)
SMILES	GPR151 activ	TEAD-YAP inh	MITF inh	FBW7 act
O=C1CSC(=O)N1c1ccc(Br)cc1	-0.9	6	15	0.4
O=C(Cn1cc(/C=C2\SC(=S)NC2=O)c2ccccc21)NCc1cccs1	6.8*	6	7	0.3
Cc1ccc(C2Nc3ccccc3C(=O)N2Cc2ccccc2)cc1 (stereo not given)	-0.4	12	-1	-0.1
CCOc1ccc(C2C(C#N)=C(N)OC3=C2C(=O)CC(C)(C)C3)cc1 (stereo not given)	8.0*	0	-5	0.1
CC(=O)N1CCc2cc(NC(=O)CSc3nnc4sc5ccccc5n34)ccc21	-1.2	16	1	0.2
O=C(CCC1(Cc2ccc3c(c2)OCO3)CCC(=O)N1)NCc1nc(-c2ccccc2)n[nH]1 (stereo not given)	0.7	8	1	0.0
N#Cc1ccc(NC(=O)c2ccc(-c3ccccc3)cc2)cc1	0.1	-5	-15	0.0
O=C(CCN1C(=O)C2CC=CCC2C1=O)N1CCN(c2ccccn2)CC1 (stereo not given)	-1.6	-3	-24	0.0
COc1ccc(CN2CCN(CCCc3ccccc3)C(CCO)C2)c(O)c1 (stereo not given)	-0.3	6	4	0.5
Cc1nc2c(c(=O)[nH]1)CN(Cc1cc(C)n(-c3cccnc3)c1C)CC2	0.3	2	-12	-0.2
CC1=Nc2ccc(C)cc2N(C)C(=O)C1	-0.4	14	11	0.3
COC(=O)C1=CN(Cc2ccc(Cl)cc2)C=C(C(=O)OC)C1c1ccc(O)cc1	2.7	2	-5	0.2
CCC(C)CC(=O)Nc1nc2c(s1)C(=O)CC(C(=O)N(C)C(C)C)C2 (stereo not given)	7.1*	-7	-1	0.1
COc1ccc(-n2nc(C(=O)Nc3ccc4c(c3)OCCO4)c3ccccc3c2=O)cc1	-1.6	-2	5	0.1
N#Cc1cccc(Nc2ccc3c(cnn3-c3cc(C(=O)NCCN4CCOCC4)ccn3)c2)c1	-0.7	-6	-2	0.0
COc1ccc(/C(O)=C2/C(=O)C(=O)N(CCCC(=O)O)C2c2ccccn2)cc1 (stereo not given)	-1.3	-15	-1	0.0
O=C1Nc2cc(C(=O)N3CCN(Cc4ccc5c(c4)OCO5)CC3)ccc2NC1CS(=O)(=O)Cc1cccc(Cl)c1 (stereo not given)	0.2	-16	6	0.5
CCOc1ccc(NC(=O)CSc2nnc(-c3ccc(N)cc3)n2C)cc1	0.4	5	-4	0.1
NC(=O)c1ccc(NC(=O)CSc2cn(CC(=O)N3CCCC3)c3ccccc23)cc1	-0.6	4	0	-0.1
NC(=O)N/N=C/c1sc(=O)[nH]c1Cl	-1.3	0	2	-0.1
COc1ccc(NC(=O)c2cccc(N3C(=O)C4C5C=CC(C5)C4C3=O)c2)cc1Cl (stereo not given)	-1.2	0	-3	1.1
CN(CC1CCCO1)C1CCN(C(=S)Nc2cccc(C(F)(F)F)c2)CC1 (stereo not given)	0.7	3	4	0.0
CCOC(=O)c1cnc2c(Cl)cccc2c1N	-2.2	-27	11	0.0
CCCCc1ccc(N=Cc2nc(/C=C/c3cccc([N+](=O)[O-])c3)oc2O)cc1	-0.3	0	-1	-0.1
CCOc1cc(/C=C(\C#N)C(=O)NCC2CCCO2)ccc1OCC(=O)O (stereo not given)	0.6	2	4	-0.3

Part of the list above, as labelled records:
COc1ccc(/C(O)=C2/C(=O)C(=O)N(CCCC(=O)O)C2c2ccccn2)cc1 (stereo not given)
  GPR151 activ: -1.3; TEAD-YAP inh: -15; MITF inh: -1; FBW7 act: 0.0
CCOc1ccc(NC(=O)CSc2nnc(-c3ccc(N)cc3)n2C)cc1
  GPR151 activ: 0.4; TEAD-YAP inh: 5; MITF inh: -4; FBW7 act: 0.1
NC(=O)N/N=C/c1sc(=O)[nH]c1Cl
  GPR151 activ: -1.3; TEAD-YAP inh: 0; MITF inh: 2; FBW7 act: -0.1

(list continues)
SMILES	GPR151 activ	TEAD-YAP inh	MITF inh	FBW7 act
CC(=O)NCCNC(=O)c1ccc(I)cc1	1.2	-8	-6	0.0
CCN(CC)C(=O)Cn1nc2n(C)c3ccccc3n2c1=O	-0.5	3	5	-0.2
COc1ccccc1C(C)Nc1ccc(S(=O)(=O)N2CCCC2)cc1[N+](=O)[O-] (stereo not given)	3.3	-4	4	-0.8
O=C(Nc1ccc2c(c1)CN(S(=O)(=O)N1CCCC1)CC2)C1CCCO1 (stereo not given)	-0.6	-11	-3	-0.1
Cc1ccc(-n2c(=S)sc3c(=O)n(-c4ccccc4)c(=S)[nH]c32)c(C)c1	0.5	2	10	0.0
O=C(CC1OC(=O)C(Br)=C1Br)CC1OC(=O)C(Br)=C1Br (stereo not given)	-0.5	1	74*	-0.8
CCOc1cc(CNCCO)c(Cl)cc1OC(C)C	2.9	-8	0	0.0
COc1cccc(NC(=O)C2C3C=CC4(O3)C2C(=O)N(CCc2ccccc2)C4C(=O)NC2CCCCC2C)c1 (stereo not given)	-1.8	9	2	0.1
O=C(Nc1ccc(C(F)(F)F)cc1)c1cnc(N2CCN(c3ccccn3)CC2)c2ccccc12	-0.1	3	-1	0.0

Screening data as filed in PubChem BioAssay.
